human PMI inhibitors: human PMI inhibitors, high substrate, primary screen, biochemical, fluorescence intensity, high mannose 6-phosphate (AID 1220). Mannose-6-phosphate isomerase (Homo sapiens). recombinant PMI enzyme, coupled fluorescence intensity; higher % means a stronger effect. one-dose inhibition, % at 20 µM; IC50 in µM for titrated hits. hit rate 0.66% among 190,000
RSV CPE inhibition: RSV antiviral activity via CPE protection, HEp-2 cells, primary 10 µM value included (AID 2391); HEp-2 cells, RSV-induced CPE inhibition; higher % means a stronger effect; CPE inhibition, % at 10 µM, or IC50 in µM where a hit was titrated; hit rate 0.13% among 310,000; in the data active = a potency from the dose series; inconclusive = CPE inhibition mostly from about 23% at the one dose, without a potency; inactive = the rest, 99 in 100 with CPE inhibition below about 21%; also: strong numbers were not always called active
human PMI inhibition: inhibitors of human PMI, primary screen, biochemical, fluorescence intensity, coupled assay (AID 1209) | Mannose-6-phosphate isomerase (Homo sapiens) | purified PMI enzyme, coupled fluorescence intensity; higher % means a stronger effect | one-dose inhibition, % at 20 µM; IC50 in µM for titrated hits | hit rate 0.42% among 190,000;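 also: plate controls were DMSO vehicle for no effect and wells lacking substrate for full effect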
West Nile antiviral: West Nile virus antiviral activity, cell-based, CPE readout (AID 1621) | hit rate 0.02% among 290,000 | CPE inhibition, % at 10 µM, or IC50 in µM where a hit was titrated | West Nile virus-infected cells, CPE inhibition; higher % means a stronger effect; in the data active = a potency from the dose series; inconclusive = CPE inhibition mostly from about 3.7% at the one dose, without a potency; inactive = the rest, 99 in 100 with CPE inhibition below about 2.2%; also: strong numbers were not always called active
UTI89 phage lysis: inhibition of K1F phage lysis, E. coli UTI89, bacterial capsule biogenesis inhibitors, alamar blue (AID 488966) | E. coli UTI89 K1F phage lysis, alamar blue, 2 h; higher % means a stronger effect | inhibition, % at 100 µM, or IC50 in µM where a hit was titrated | hit rate 0.02% among 340,000;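 active = phage lysis inhibition, versus mean bacterial control, above a set limit; inconclusive = no clear call, values can overlap the other calls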;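 also: capsule biogenesis inhibitors block K1F phage lysis so surviving cells raise fluorescence; higher fluorescence means more inhibition of phage lysis; actives were called in the ten point dose series up to 300 µM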
M1AAP inhibition: P. falciparum M1AAP inhibitors, biochemical, fluorogenic H-Leu-NHMec substrate, 1536-well (AID 1445). Aminopeptidase N (Plasmodium falciparum (isolate 3D7)). recombinant M1AAP, H-Leu-NHMec fluorogenic kinetic assay; higher % means a stronger effect. inhibition, % at 30 µM; hits with a dose series show IC50 in µM. hit rate 0.42% among 220,000;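 active = primary inhibition above the hit cutoff, then over 50% inhibition at one or more dose response concentrations, cut at about 23% in these data, passing the limit was not always enough; inconclusive = conflicting primary data, or primary hits not chosen for dose response; inactive = low primary inhibition, or under 50% at every dose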;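 also: plate controls were DMSO full reaction for no effect and no enzyme background for full effect; strong numbers were not always called active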
TNAP activators: human TNAP enzyme activators, primary screen, biochemical, luminescent, no phosphate acceptor, uHTS (AID 1001); purified TNAP, luminescent activation assay, no phosphate acceptor; higher activation fold means a stronger effect; activation fold at 20 µM; hits with a dose series show EC50 in µM; hit rate 0.03% among 200,000; in the data active = activation fold from about 3, or a potency from the dose series; inactive = the rest, 99 in 100 with activation fold below about 1.6; also: many of its hits are not listed in these tables
T cell modulator: modulators of CD8 T cell-vesicle binding, primary screen, mouse 2C CD8+ T cells, flow cytometry | 2C CD8+ T cell-vesicle binding; stronger effect = lower value | calls only at 7 µM | hit rate 0.068% among 330,000;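 active = response, share of CD8 T cells binding vesicles, and their 90th percentile fluorescence all below set limits, cut at about 80% in these data, passing the limit was not always enough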
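Assay system: 2C TCR transgenic mouse naive CD8+ T cells, MACS-purified | Read-out: CD8+ gate FL2 mean fluorescence as % of same-row positive control | Signal: High-throughput flow cytometry with anti-B7-1 and anti-CD8 staining | Timing: Binding step 1.5 h, 37 °C, antibody labelling 20 min, ice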
M17LAP inhibition: P. falciparum M17LAP inhibitors, primary screen, biochemical, fluorogenic H-Leu-NHMec substrate, 1536-well (AID 1619) | Leucine aminopeptidase (Plasmodium falciparum (isolate 3D7)) | recombinant M17LAP, H-Leu-NHMec fluorogenic kinetic assay; higher % means a stronger effect | one-dose inhibition, % at 30 µM; IC50 in µM for titrated hits | hit rate 0.38% among 220,000;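 active = compound inhibiting the enzyme by more than half at any dose during confirmatory dose-response retesting; inconclusive = strong single-dose inhibitors picked by rank but not retested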;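 also: plate controls were full reaction with DMSO carrier for no effect and no enzyme background for full effect; strong numbers were not always called active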
T cell modulator vesicle-bound %: recorded beside T cell modulator, whose call it bears; double positive events, %; measured here: CD8+ vesicle-bound cell fraction;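 binding gate set so that unloaded-vesicle control wells show 10% double positive cells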
Active calls of the source: *; i = inactive; u = inconclusive; x = no result given; & = joins results of further samples; [ ] = another dose, or the depositor's remark. Rule as the data show it, unless noted: active = inhibition above about 50%; inactive = the rest.

Molecule | human PMI inhibitors | RSV CPE inhibition | human PMI inhibition | West Nile antiviral | UTI89 phage lysis | M1AAP inhibition | TNAP activators | T cell modulator | T cell modulator vesicle-bound % | M17LAP inhibition
CCCCN(CC)c1nc(N)c2c(N)nc(OCC)cc2c1C#N | 32.2% | 17.6% | 37.5% | 1.6% | 0.5% | 5.2% | 1.1 | i | 50.0 | -9.7%
S=C(NCc1ccco1)Nc1ccc(N2CCOCC2)cc1 | -8.1% | 0.0% | 0.3% | 0.4% | 2.8% | 4.1% | 1.1 | i | 41.8 | 24.0%
COc1ccc(C(=S)N2CCCC2)cc1Br | x | 5.7% | x | -0.2% | 0.0% | x | x | i | 59.6 | x
CCOc1ccc(C(=O)CCC(=O)N(CC)CC(=O)NCc2ccc(Cl)cc2)cc1 | x | 1.3% | x | -0.4% | -0.1% | x | x | i | 49.6 | x
N#Cc1c(Cl)cccc1-n1ccnc1 | 3.2% | 7.2% | -1.3% | -0.7% | 1.8% | -5.2% | 1.1 | i | 11.2 | 5.2%
COc1cc(C2NC(=O)C(C#N)=C(Nc3cccc(C)c3)S2)ccc1O (stereo not drawn) | x | x | x | 0.4%&0.3% | 0.6% | 5.2%&9.8% | x | i | 34.2 | 12.4%&3.3%
Cc1noc(C)c1C(=O)NC1=NCCS1 | x | 0.6% | x | 0.2% | 0.2% | x | x | i | 60.9 | x
CCCN1CCC(NC(=O)Nc2ccc(Br)cc2)CC1 | 0.6% | -0.5% | 1.7% | 2.9% | 1.1% | 1.1% | 1.1 | i | 65.1 | 1.0%
OCCC1CN(Cc2cccc(OC3CCCC3)c2)CCN1Cc1ccsc1 (stereo not drawn) | 8.5% | 4.0% | 12.4% | -1.4% | 0.6% | 9.2% | 1 | i | 9.9 | 3.5%
Cc1ccc(C(=O)N/C(N)=N/c2nc3ccccc3o2)cc1 | -5.9% | 2.2% | -3.3% | 0.0% | 1.8% | 4.9% | 1.1 | i | 35.7 | 3.0%
C=CCc1cc(Cl)ccc1OCCOCCNC(C)CC (stereo not drawn) | -3.5% | -1.9% | -0.2% | -1.2% | 0.6% | -0.2% | 1.1 | i | 32.4 | 3.5%
C1CCc2nc3c(nc2C1)CCCC3 | x | 2.6% | x | -0.2% | 4.5% | -1.5% | x | i | 58.2 | -2.1%
COc1ccc2cc3cc(C(=O)N4CCCC(C)C4)oc3nc2c1 (stereo not drawn) | x | -0.1% | x | -0.4% | 0.2% | x | x | i | 22.1 | x
COc1ccc(CCNC(=O)CSc2nc3[nH]ncc3c(=O)n2-c2cccc(C(F)(F)F)c2)cc1OC | 16.7% | -0.2% | 16.0% | -0.7% | -0.5% | 1.9% | 1.1 | i | 21.0 | -12.0%
Cc1ccc(NC(=O)/C(=C\C=C\c2ccccc2)NC(=O)c2ccccc2)cc1 | 17.7% | 5.7% | 22.7% | -0.2% | 0.7% | 8.8% | 1 | i | 39.0 | -7.0%
CCOC(=O)C1CCCN(c2c(N3CCN(C)CC3)c(=O)c2=O)C1 (stereo not drawn) | 3.1% | 2.4% | 6.3% | -0.1% | -0.5% | -3.7% | 1 | i | 42.7 | 14.1%
O=C(CNCc1ccc(Cl)cc1)N1CCc2ccccc2C1 | x | 0.2% | x | -1.0% | 0.2% | x | x | i | 59.7 | x
Nc1nc2ccccc2n1C(=O)CCc1ccccc1 | 11.8% | 4.3% | 8.3% | 0.3% | 0.5% | 0.1% | 1.1 | i | 42.1 | 0.8%
Cc1c(C(=O)N2CCOCC2)oc2ccc(S(=O)(=O)N3CCCCCC3)cc12 | 14.9% | 2.8% | 19.0% | 0.1% | 0.0% | 4.7% | 0.9 | i | 20.7 | 11.5%
COc1cccc(C(=O)N2CCSC2=S)c1 | -5.5% | 1.1% | 0.5% | 0.7% | -0.1% | 3.5% | 1.1 | i | 13.9 | -6.7%

The closing four records of the section before lead into the next:
Molecule | human PMI inhibitors | RSV CPE inhibition | human PMI inhibition | West Nile antiviral | UTI89 phage lysis | M1AAP inhibition | TNAP activators | T cell modulator | T cell modulator vesicle-bound % | M17LAP inhibition
O=C(CNCc1ccc(Cl)cc1)N1CCc2ccccc2C1 | x | 0.2% | x | -1.0% | 0.2% | x | x | i | 59.7 | x
Nc1nc2ccccc2n1C(=O)CCc1ccccc1 | 11.8% | 4.3% | 8.3% | 0.3% | 0.5% | 0.1% | 1.1 | i | 42.1 | 0.8%
Cc1c(C(=O)N2CCOCC2)oc2ccc(S(=O)(=O)N3CCCCCC3)cc12 | 14.9% | 2.8% | 19.0% | 0.1% | 0.0% | 4.7% | 0.9 | i | 20.7 | 11.5%
COc1cccc(C(=O)N2CCSC2=S)c1 | -5.5% | 1.1% | 0.5% | 0.7% | -0.1% | 3.5% | 1.1 | i | 13.9 | -6.7%
Cc1ccc(C)c(NC(=S)N2CCC(NC(=O)c3cccc(F)c3)CC2)c1 | x | 1.9% | x | -0.2% | -0.5% | x | x | i | 51.7 | x
Cc1ccccc1C(=O)/C(C#N)=N/Nc1c(C)n(C)n(-c2ccccc2)c1=O | -92.2% | -0.1% | -34.4% | u | 0.5% | -2.1% | 1.8 | i | 41.8 | 16.4%
CCOC(=O)c1sc(NC(=O)CSc2n[nH]c(-c3ccncc3)n2)c(C#N)c1C | -31.2% | 6.4% | -4.9% | -0.4% | 6.1% | 9.2% | 0.7 | i | 27.9 | 7.2%
COc1cc(NC2c3ccccc3C(=O)N2Cc2ccccc2Cl)cc(OC)c1 (stereo not drawn) | x | 4.2% | x | 1.5% | 0.3% | 0.1% | x | i | 34.8 | -3.6%
Nc1cc(Cl)nc(N/N=C/c2ccccc2[N+](=O)[O-])n1 | 39.8% | 1.3% | 12.8% | 0.1% | -0.3% | 7.2% | 1 | i | 18.7 | 21.8%
Cc1ccccc1-c1nnc(SCC(=O)Nc2ccc(Cl)cc2)n1N | -4.6% | 0.7% | -0.6% | -0.5% | 0.3% | 0.0% | 1.1 | i | 55.5 | -7.8%
COc1ccc2c(c1OC)C(=O)OC2CC(=O)O (stereo not drawn) | 0.1% | -1.4% | 3.0% | 0.2% | 0.7% | 8.7% | 1.1 | i | 48.5 | 6.9%
COc1ccc(-c2noc(CCC(=O)NCc3cccnc3)n2)cc1 | 0.8% | 1.3% | 3.0% | 0.3% | 0.1% | 11.5% | 1.2 | i | 6.8 | 23.9%
S=c1[nH]nc(COc2cccc(Cl)c2)n1Cc1ccccc1 | 4.8% | 6.7% | 6.2% | 0.8% | 1.3% | -0.2% | 1 | i | 5.6 | 7.1%
COc1cc(SC)ccc1C(=O)N1CCN(Cc2ccccc2)CC1 | 7.5% | -1.6% | 9.6% | 0.4% | 1.4% | 3.4% | 1.1 | i | 19.4 | 13.7%
Cc1cc(C)c(S(=O)(=O)c2ccc(Cl)cc2C)c(Cl)n1 | 6.2% | 4.2% | 5.7% | -1.1% | -0.2% | 13.4% | 1 | i | 60.2 | 13.0%
Cn1cnc([N+](=O)[O-])c1Cl | x | x | x | 0.1% | x | 2.3% | x | i | 23.5 | 7.1%
O=C(C1=NN(c2ccccc2)C2C(=O)N(c3cccc(Cl)c3)C(=O)C12)c1ccccc1 (stereo not drawn) | 15.1% | 3.3% | 22.3% | 0.0% | 0.2% | 3.4% | 1 | i | 44.8 | -1.1%
Cc1ccccc1CSc1nnc(-c2ccco2)n1Cc1ccco1 | 1.1% | 6.8% | 6.5% | -0.1% | 0.1% | 4.5% | 1.1 | i | 25.7 | 21.3%
O=C(O)c1cccn2c(=O)c3ccccc3nc12 | 1.1% | 1.6% | 5.0% | -0.3% | -1.4% | 4.6% | 0.8 | i | 40.7 | 10.4%
O=C(Cc1c(F)cccc1Cl)NCCN1CCOCC1 | 11.5% | 1.0% | 16.3% | -0.1% | -0.4% | -7.8% | 1.1 | i | 19.4 | 0.3%
Cc1cc(C)c(OCC(=O)Nc2cccc(NC(=O)c3ccco3)c2)c(Br)c1 | 14.1% | 14.1% | 14.0% | 0.5% | 0.5% | -3.4% | 1.2 | i | 14.9 | 4.1%
COc1ccc(-c2noc(C(=O)NCc3ccccc3Cl)n2)cc1OC | 1.7% | 2.0% | 5.2% | -0.3% | 0.0% | 4.9% | 1.1 | i | 59.3 | -2.2%
CCOC(=O)CCCNC(=O)CN1C(=O)NC(CCc2ccccc2)C1=O (stereo not drawn) | 5.1% | 1.8% | 1.7% | -0.1% | 0.6% | 0.6% | 1.1 | i | 34.8 | -0.3%
CCOc1cc(NC(=O)c2cccs2)c(OCC)cc1NC(=O)c1ccco1 | 36.6% | 2.5% | 10.6% | 0.2% | -0.2% | 7.0% | 1.1 | i | 28.1 | 2.4%
CC(=O)c1cccc(NC(=O)c2sc3nc4n(c(=O)c3c2C)CCCC4)c1 | x | 3.0% | x | 0.1% | 0.2% | x | x | i | 19.1 | x
O=[N+]([O-])c1cc(F)c2cccnc2c1O | x | -2.9% | x | -0.4% | 0.8% | 2.3% | x | i | 6.0 | 14.5%
O=C(Cc1cccs1)N1CCN(c2ccccn2)CC1 | 11.5% | -0.8% | 6.1% | 0.2% | -0.4% | 0.8% | 1.1 | i | 59.1 | 7.3%
COc1cccc(CNC(=O)C2CCCN(S(=O)(=O)c3c(C)noc3/C=C/N(C)C)C2)c1 (stereo not drawn) | x | 1.7% | x | -0.6% | 0.7% | x | x | i | 4.4 | x
O=C(CNC(=O)c1ccco1)OCC(=O)c1ccccc1Cl | -7.6% | 0.1% | -2.0% | 0.5% | 0.8% | 1.0% | 1.1 | i | 58.0 | 15.8%
Cc1[nH]c2ccccc2c1/C=C(\C#N)C(=O)NCc1ccccc1 | 5.2% | 2.4% | 11.4% | -0.4% | 0.6%[50 µM] | 3.5% | 1.2 | i | 47.0 | -10.7%
COCCn1c(C)cc(C(=O)COC(=O)c2ccccc2Br)c1C | -2.7% | 1.2% | -2.1% | -1.6% | -1.4% | 7.6% | 1 | i | 34.7 | 4.8%

Screening data: PubChem, several laboratories
